Assay outcomes: PubChem BioAssay, Broad Institute
LGR2 inh = blocks bursicon-induced cAMP signaling via Drosophila LGR2. HEK293 LGR2, CRE-luciferase, bursicon-stimulated, 4 h. inhibition, % at 9.99 µM. 380,000 compounds, 0.35% hits;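 active = drop in luminescence signal, shown as inhibition above about 50% in the replicate tests, limit read from the data, passing the limit was not always enough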;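 also: agonist challenge used bursicon conditioned medium at about half maximal strength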
Casp6 inh = caspase-6 (human) enzyme inhibition. 350,000 compounds, 0.53% hits. purified caspase-6, Z-VEID-R110 cleavage fluorescence. inhibition, % at 12.5 µM;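 active = mean inhibition across replicates at least about 35%, with every replicate also reaching that limit, limit read from the data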;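 also: 0% = median of neutral control wells and 100% = no fluorescence left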
Target sequence (P55212 24-179 limits assumed): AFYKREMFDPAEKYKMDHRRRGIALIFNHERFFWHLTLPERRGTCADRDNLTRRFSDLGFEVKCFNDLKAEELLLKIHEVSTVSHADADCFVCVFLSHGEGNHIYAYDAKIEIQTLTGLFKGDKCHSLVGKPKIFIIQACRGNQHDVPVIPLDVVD
Target sequence (P55212 194-293 limits assumed): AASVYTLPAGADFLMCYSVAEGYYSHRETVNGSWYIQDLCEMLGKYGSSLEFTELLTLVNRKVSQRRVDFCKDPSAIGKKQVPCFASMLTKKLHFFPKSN
EWS-Fli block = EWS/Fli transcriptional activity inhibition; AID 651661; 350,000 compounds, 0.67% hits; A673 NR0B1-luciferase reporter, viability-normalised; inhibition, % at 12.6 µM;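 active = mean inhibition of at least 50% after viability correction, with every replicate also passing that limit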;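 also: firefly luciferase signal divided by Alamar Blue viability fluorescence both relative to DMSO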
PGC1a acetyl inh = modulators of PGC1a acetylation. 350,000 compounds, 0.17% hits. inhibition, % at 15.6 µM. U2OS PGC1a acetylation, AlphaScreen anti-acetyl-lysine; with virally co-expressed GCN5 acetyltransferase;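 active = every replicate shows inhibition of at least 40%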;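 also: 0% = neutral control wells and 100% = positive control wells; some results beyond the cut were filed as inactive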
miR122 inh = blocks miR-122 activity in Huh7 sensor cells | Huh7 miR-122 Renilla luciferase sensor, 48 h; neutral wells = 0, positive control = 100 | activation (reporter increase), % at 12.5 µM | 340,000 compounds, 0.3% hits;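 active = mean replicate activation score at least 90 and every replicate individually at or above 90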;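 also: higher luciferase means less miR-122 activity so hits act as miR-122 inhibitors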
Cneo AK release = Cryptococcus neoformans lysis via adenylate kinase release. C. neoformans lysis, adenylate kinase release luminescence, 4 h; normalised: neutral wells 0, clomiphene wells 100. AID 651654. 360,000 compounds, 0.2% hits. lysis activity, % at 15 µM;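 active = mean lysis activity across replicates of at least 80%, whatever share of replicates individually reach that level; inactive = mean lysis activity below 80%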
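Test system: log-phase Cryptococcus neoformans yeast cells; Quantity: yeast cell density of 5 × 10^6 cells/mL; Buffer or medium: YPD; Doses: single compound concentration per well; Timing: 4 h at 37 °C static, read 1 h later; Measured by: AK luminescence; Read-out basis: lysis from increased AK signal; Control set: Clomiphene as positive control.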
PAX8 reporter = lowers PAX8-driven luciferase in RMG-I cells; RMG-I TPO-luciferase reporter, SteadyGlo, 24 h; inhibition, % at 12.6 µM; 360,000 compounds, 1.2% hits; AID 652154;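 active = mean replicate inhibition at least 60% with every replicate also reaching 60%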;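 also: luciferase light reporting Pax8 driven TPO promoter activity; plate controls were median of neutral control wells for no effect and mitoxantrone controls for full effect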
FN deposit inh = fibronectin deposition inhibition; AH1F fibroblasts, Alexa488-fibronectin deposition fluorescence, overnight; inhibition, % at 12.6 µM; 350,000 compounds, 0.086% hits;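 active = mean inhibition across replicates of 30% or more, regardless of how many single replicates reach that level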;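 also: positive control wells lacked labelled fibronectin entirely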
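Assay system: AH1F fibroblasts / Quantity: 10000 cells per well / Medium: DMEM plus 2% serum, read in PBS / Reagent: labelled fibronectin 24 nM / Dosing: single dose, pinned / Times: 1 h cell attachment, overnight exposure to compound and label / Signal: fluorescence, ex 485 nm, em 525 nm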
* = called active by the depositor; · = no result given; [ ] = remark or other dose.

Below each compound: LGR2 inh	Casp6 inh	EWS-Fli block	PGC1a acetyl inh	miR122 inh	Cneo AK release	PAX8 reporter	FN deposit inh
> O=C(NC1=NCCS1)C1CC(=O)N(c2ccccc2)C1 (configuration not stated)
 : ·	·	·	-68	3	-1	-1	-2
> CN(C)c1ccc(/C=N/NC(=O)CCc2nc3ccccc3[nH]2)cc1
 : -2	0	-1	·	·	·	10	6
> CCCN(C)C[C@H]1OCCCC[C@@H](C)Oc2ccc(NC(=O)NC(C)C)cc2C(=O)N([C@H](C)CO)C[C@@H]1C
 : -5	-4	·	7	-1[16.7 µM]	1	-10	-1
> CCCCn1c(=O)c2ccccc2n2c(=S)[nH]nc12
 : -3	18	-1	·	0	·	-25	-1
> Cc1c(O)c2ccccc2oc1=O
 : 0	0	-3	12	-3	·	-3	2
> COc1cccc(C(=O)OCn2nnc3ccccc3c2=O)c1
 : 6	0	-3	-1	2	0	·	·
> N#C[C@@H]1[C@H](c2ccccc2C2=CCCC2)[C@@H](CO)N1S(=O)(=O)c1ccccc1
 : 9	1	0	-4	·	·	·	-16
> C/C(=N\NC(=S)Nc1ccc(F)cc1)C1CC1
 : 0	·	-8	5	5	6	·	·
> CCOC(=O)c1c(NC(=O)c2cc(CC(C)C)on2)sc(C(C)=O)c1C
 : 1	0	3	-1	-7	-1	-2	5
> C[C@H]1CN([C@@H](C)CO)C(=O)c2cc(-c3cccc(C#N)c3)cnc2O[C@@H]1CN(C)C
 : -35	0	-8	7	-5[16.7 µM]	0	·	4
> C[C@@H]1CN([C@@H](C)CO)C(=O)c2cc(NC(=O)c3ccccc3)ccc2O[C@@H](C)CCCCO[C@H]1CN(C)S(=O)(=O)c1ccc(Cl)cc1
 : -1	-2	3	1	-2[16.7 µM]	1	13	·
> CCCCc1ncc(CN2CCN(Cc3ccc(C)cc3)C(CCO)C2)[nH]1 (configuration not stated)
 : -3	-9	5	9	0	-1	10	9
> COc1cc(-c2nc3oc4ccccc4c(=O)c3c(=O)n2Cc2ccco2)cc(OC)c1OC
 : ·	·	·	3	-14	11	31	-8
> COc1ccccc1-c1nn(-c2ccccc2)cc1C(=O)NCC(c1ccco1)N1CCCC1 (configuration not stated)
 : ·	-2	2	-8	-2	-1	12	4
> CCOC(=O)C1CCN(C(=O)COc2ccc(Br)cc2C)CC1
 : 6	1	8	6	-4	-2	-3	·
> O=C(CN1CCN(c2ccc(O)cc2)CC1)Nc1ccc2c(c1)OCCO2
 : -1	-1	-1	7	-9	7	-28	-5
> COc1ccccc1C(=O)CN1C(=O)NC2(CCc3ccccc32)C1=O (configuration not stated)
 : 1	-9	-4	-8	10	0	-6	3
> FC(F)(F)c1ccccc1CN1[C@@H]2CNC[C@H]1C2c1ccc(-c2ccncc2)cc1 (some centres not stated)
 : 18	·	-7	6	·	·	-3	-6
> CCOC(=O)c1ccc(O)c(-n2cc3c(c2-c2ccccc2)c(=O)n(C)c(=O)n3C)c1
 : 0	2	1	-13	-7	-2	-21	23
> COc1ccc2[nH]c(=O)c(CN(C(=O)c3cccnc3)c3cc(C)ccc3C)cc2c1
 : 1	0	-13	6	·	·	8	-6

Below each compound: LGR2 inh	Casp6 inh	EWS-Fli block	PGC1a acetyl inh	miR122 inh	Cneo AK release	PAX8 reporter	FN deposit inh
> CN1CCC(=NNC(=O)C(=O)Nc2ccccc2F)CC1
 : 20	-8	-3	2	2	0	4	1
> c1cc(CSc2nnc(-c3ccc4c(c3)OCO4)o2)ccn1
 : ·	·	·	-11	-10	3	-82	3
> Cc1cccc(C(=O)NNC(=O)c2ccccc2-n2cccc2)c1
 : 9	0	2	-8	·	·	5	-5
> Cc1nc2ccc(NC(=O)c3ccc(Br)o3)cc2s1
 : -56	1	-79	-4	·	·	-111	·
> CNC[C@H]1Oc2cc(C#Cc3cccc(F)c3)ccc2S(=O)(=O)N([C@@H](C)CO)C[C@@H]1C
 : 2	-2	3	-6	1[16.7 µM]	-2	·	·
> CC1(C)Cc2c(cnn2-c2ccccc2)C(=O)/C1=N\NC(=O)c1ccccc1
 : -12	-2	·	-14	-3	-1	·	·
> CCOC(=O)C(CCc1ccccn1)c1ccccc1 (configuration not stated)
 : 7	6	-6	-3	-5	0	-10	·
> O=C1CC2c3cc(-c4cc5ccccc5o4)ccc3CCN2C(=O)CN1Cc1ccccc1 (configuration not stated)
 : 2	1	-17	·	·	·	17	16
> CC1=C(C(=O)O)N2C(=O)C(NC(=O)c3ccccc3Cl)C2SC1 (configuration not stated)
 : 1	2	2	·	·	-1	-3	2
> CN(CC(=O)NC(=O)NC1CCCCC1)c1ccccc1
 : -2	-2	9	-1	-9	-3	-5	8
> CN(C)CC(=O)Nc1ccc2c(c1)[C@@H]1C[C@H](CC(=O)N(C)C)O[C@H](CO)[C@@H]1O2
 : -2	-1	-4	9	2[16.7 µM]	-6	·	-1
> CCOC(=O)C1=C(C)NC(=O)NC1c1c(O)ccc2ccccc12 (configuration not stated)
 : 14	0	3	-10	4	0	20	-3
> CCC(=O)Nc1ccc(S(=O)(=O)c2ccc(NC(=O)CC)cc2)cc1
 : -7	·	·	-7	8	·	·	-3
> COc1ccccc1OC(C)C(=O)N1CC(=O)Nc2ccccc21 (configuration not stated)
 : 4	-4	0	·	·	11	12	-1
> O=C(CN1CCN(CC(=O)Nc2ccccc2Cl)CC1)Nc1ccc(F)c(F)c1
 : -2	3	2	·	·	0	-7	-2
> O=C(/C=C/c1cccs1)N1CCN(c2ccccc2)CC1
 : -2	1	-1	0	0	·	-19	-5
> C[C@@H](NC(=O)[C@H]1[C@H](CO)[C@H]2Cn3c(ccc(-c4cccc(F)c4)c3=O)[C@H]2N1C)c1ccccc1
 : 2	-1	-4	·	·	·	13	·
> COc1ccc([C@@H](NC(=O)OC(C)(C)C)C(=O)OC(C)(C)C)cc1
 : -8	9	6	-13	-1	4	-8	-20
> COc1ccc(CCN2C(=O)CSC2c2ccc(OC)c(OC)c2)cc1OC (configuration not stated)
 : -10	-1	1	·	·	13	12	-2
> CCOC(=O)CNC(=O)c1ccc(C)cc1
 : 8	·	·	8	2	-4	·	·

Below each compound: LGR2 inh	Casp6 inh	EWS-Fli block	PGC1a acetyl inh	miR122 inh	Cneo AK release	PAX8 reporter	FN deposit inh
> COc1ccc2c(=O)c3c(=O)n(-c4ccccc4)c(-c4ccco4)nc3oc2c1
 : -20	-3	-34	·	·	·	-14	-5
> COc1ccc(NC(=O)COC(C)=O)cc1OC
 : 9	-1	2	3	-3	·	-4	1
> C[C@@H]1CCCCO[C@@H](CN(C)C(=O)C2CCCCC2)[C@@H](C)CN([C@H](C)CO)C(=O)c2cc(NC(=O)CCC(F)(F)F)ccc2O1
 : 26	2	-11	7	9[16.7 µM]	-2	·	·
> COc1cccc(-c2cccc(NC(=O)C3CCN(Cc4cccc(C)n4)CC3)c2)c1
 : -17	0	-3	·	0	6	·	-3
> COCCn1c(=S)[nH]c2cc(C(=O)NCCc3ccccc3)ccc2c1=O
 : -14	1	·	·	1	-1	-4	2
> C[C@@H]1CN([C@@H](C)CO)C(=O)c2cc(NC(=O)c3ccccc3)ccc2O[C@@H](C)CCCCO[C@@H]1CN(C)S(=O)(=O)c1ccc(Cl)cc1
 : -7	-2	5	-1	-3[16.7 µM]	2	21	·
> CC1CCN(C(=O)c2cccc(S(=O)(=O)N3CCCc4ccccc43)c2)CC1
 : 8	-175	16	6	67	·	3	-6
> COc1ccc(NC(=O)N2CCC(C(=O)c3ccc4c(c3)OCCO4)CC2)cc1
 : -10	·	-19	7	-2	-2	-12	1
> O=C1C[C@@H]2c3c(cccc3CN1Cc1ccc(Br)cc1)C[C@@H](O)[C@H]2O
 : -3	0	-5	10	-2	2	1	4
> C[C@@H]1CN([C@@H](C)CO)S(=O)(=O)c2ccc(C3=CCCCC3)cc2O[C@H]1CN(C)C(=O)C1CCOCC1
 : -8	-1	-6	-9	-7[16.7 µM]	-1	-44	-10
> CC1Cc2[nH]c(=S)[nH]c(=O)c2C(C)O1 (configuration not stated)
 : 14	-2	2	·	·	·	-21	1
> CC(=O)c1cccc(NC(=O)Nc2cccs2)c1
 : 2	·	·	17	13	0	·	·
> COc1ccccc1NC(=O)C1CCCN(C(=O)Nc2ccc(F)cc2)C1 (configuration not stated)
 : 11	3	-11	·	-3	0	18	-1
> COc1ccc(CNC(=O)CCC(=O)N2CC(C)Oc3ccccc32)cc1 (configuration not stated)
 : 13	-2	-8	26	-4	-1	3	13
> COc1ccc(C(=O)Nc2cnc3sc(C)nn3c2=O)cc1
 : -9	4	-11	1	-3	-4	-14	5
> COc1ccc(-c2ccccc2C2=CC(=O)CC(C)(C)C2=O)cc1
 : -2	-1	2	-8	2	5	-10	·
> C=CCN1C(=O)S/C(=C/c2ccc(Sc3nc4ccccc4[nH]3)o2)C1=O
 : -19	·	·	-13	-13	-1	-12	8
> O=c1c2ccccc2on1-c1ccccc1
 : -10	-3	-104	7	-5	1	-122	-9
> COC(=O)CCc1ccc(O)cc1
 : ·	-3	-13	9	-1	1	·	·
> CN1CCN(CC(=O)Nc2ccc([N+](=O)[O-])cc2Br)CC1
 : 23	13	0	-3	·	·	-4	-2

Below each compound: LGR2 inh	Casp6 inh	EWS-Fli block	PGC1a acetyl inh	miR122 inh	Cneo AK release	PAX8 reporter	FN deposit inh
> Oc1ccc(CN2CCCCC2)c2cccnc12
 : 12	-20	45	25	·	1	·	·
> Cc1ccc(S(=O)(=O)Nc2ccc3c(c2)CC(=O)N([C@H](C)CO)C[C@@H](C)[C@H](CN(C)Cc2ccc(C(=O)Nc4ccccc4N)cc2)O3)cc1
 : 7	·	12	-12	0[16.7 µM]	1	-37	·
> COc1ccc(/C=C(\C#N)C(=O)OCC(=O)Nc2c(C)cccc2C(C)C)cc1
 : -11	·	1	·	-3	3	21	·
> CCC1CCC(C(=O)NC(C(=O)NCCN2CCOCC2)C(C)C)CC1 (configuration not stated)
 : 14	1	-4	-5	-10	0	3	-8
> CC(C)(C)c1ccc(/C=N/Nc2ccc(C(=O)O)cc2)cc1
 : 58*	5	67*	0	0	-8	53	·
> CCCn1ccc(O)c(Cc2ccc(Cl)cc2)c1=O
 : -5	0	1	12	2	·	6	6
> N#CC1=C(N)Oc2n[nH]c(-c3ccc(F)cc3)c2C1c1cccc(OC(=O)N2CCOCC2)c1 (configuration not stated)
 : ·	·	·	7	28	6	·	8
> CCN(CC)C(=O)C(C)N(C#N)c1nc(SC)nc(N(C)C)n1 (configuration not stated)
 : -13	·	·	-12	2	-2	·	4
> CCOCCCNC(=O)c1ccc2c(=O)n(CCCOCC)c(=S)[nH]c2c1
 : -37	-3	3	7	-5	-6	-4	-2
> O=C(/C=C/c1ccc(O)c(O)c1)c1ccccc1O
 : -89	19	35	17	-13	-5	-139	-8
> Cc1ccc(S(=O)(=O)N[C@H]2C=C[C@H](CC(=O)N3CCC(Cc4ccccc4)CC3)O[C@@H]2CO)cc1
 : -11	-7	-1	-13	-16[16.7 µM]	-2	37	·
> CCNc1nc(NCC)nc(N/N=C/c2ccc(Br)cc2)n1
 : -16	-3	2	·	·	·	2	-11

One compound at a time (already shown).
Profile of CC(C)(C)c1ccc(/C=N/Nc2ccc(C(=O)O)cc2)cc1 → LGR2 inh = 58*; Casp6 inh = 5; EWS-Fli block = 67*; PGC1a acetyl inh = 0; miR122 inh = 0; Cneo AK release = -8; PAX8 reporter = 53; FN deposit inh = ·
Profile of COc1ccc2c(=O)c3c(=O)n(-c4ccccc4)c(-c4ccco4)nc3oc2c1 → LGR2 inh = -20; Casp6 inh = -3; EWS-Fli block = -34; PGC1a acetyl inh = ·; miR122 inh = ·; Cneo AK release = ·; PAX8 reporter = -14; FN deposit inh = -5
